IDH1 R132H inh = human IDH1 R132H inhibition. actives 0.093% (n = 390,000). IDH1-R132H enzyme, NADPH consumption, diaphorase/resazurin fluorescence. O75874. Potency, µM (titrated, usually from 76.6 µM), without a hit: at the highest dose activity change, negative = inhibition, usual class: inhibitors; also: potency is read from the fitted curve at half-maximal effect; % is scaled to controls: 0 for no effect and ±100 for the full control effect; nearly all actives have a fitted effect of over 65% in size
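IDH1-R132H (0.5 ug/mL) preincubated 30 min with compound, then NADPH (0.016 mM) and alpha-KG (2 mM) added; 80 min at RT, pH 7.5. Remaining NADPH coupled via diaphorase/resazurin to fluorescence (540/590 nm); concentration-response curves normalized to no-enzyme control.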
Vif-A3G inh = blocks the Vif interaction with human APOBEC3G; Potency, µM (series often up to 46.1 µM), for inactives: at the top dose activity, negative = active, hits mostly inhibitors; AID 602310; HeLa A3G-eYFP + Vif (tagged APOBEC3G with the HIV-1 protein that degrades it), YFP fluorescence, overnight; actives 0.076% (n = 410,000); Q9HC16;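 also: potency is read from the fitted curve at half-maximal effect; % is scaled to controls: 0 for no effect and ±100 for the full control effect; nearly all actives have a fitted effect of over 60% in size; hits raise eYFP signal because A3G escapes Vif-driven loss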
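Read-out is eYFP fluorescence (Ex 488/Em 500-530) from Vif-expressing HeLa A3G-eYFP cells; more signal means A3G escaped Vif-mediated degradation. Cells plated overnight, compound pinned in, incubated overnight at 37 deg C.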
TrxR1 inh = blocks rat thioredoxin reductase 1 | O89049 | recombinant rTrxR1, NADPH fluorescence consumption, selenite substrate | Potency, µM (titrated, usually from 114 µM), for the others: at the highest dose activity change, negative = inhibition, actives largely listed as inhibitors | actives 1% (n = 390,000); also: potency is read from the fitted curve at half-maximal effect; % is scaled to controls: 0 for no effect and ±100 for the full control effect; nearly all actives have a fitted effect of over 65% in size
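Rat TrxR1 (90 nM in the dispensed reagent) was pre-reduced with 400 uM NADPH for 5 min at room temperature, then incubated with compound for 15 min. After 400 uM selenite was added, NADPH fluorescence (Ex 340/Em 450 nm) was followed for 8 min.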
LDHA inh = inhibitors of human lactate dehydrogenase A; AID 1347041; activity change, % (values are at about 110 or 230 µM); purified LDHA, NADH/diaphorase-resazurin fluorescence; stronger effect = lower value; actives 0.15% (n = 480,000); in the data active = activity change below about -30%; inconclusive = mostly about -25% to -30%;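 also: plate controls were DMSO wells for no effect and wells without enzyme for full effect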
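LDH5 2 nM; NADH 0.06 mM, pyruvate 0.2 mM; 200 mM Tris pH 7.4, EDTA, Tween-20; 5 min RT. Detection: diaphorase 0.133 mg/mL + resazurin 37 µM, fluorescence ex540/em590 at 0 and 20 min; normalized to enzyme-free and DMSO wells.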
USP1 inh = USP1/UAF1 (human) deubiquitinase inhibition. recombinant USP1/UAF1, Ub-Rhodamine cleavage fluorescence. Potency, µM (titrated, usually from 57.1 µM), for inactives: at the highest dose activity change, negative = inhibition, hits mostly inhibitors. actives 0.23% (n = 390,000). AID 743255; also: potency is read from the fitted curve at half-maximal effect; % is scaled to controls: 0 for no effect and ±100 for the full control effect; nearly all actives have a fitted effect of over 60% in size; inactives centre near -12
Target sequence (O94782 whole entry, looked up): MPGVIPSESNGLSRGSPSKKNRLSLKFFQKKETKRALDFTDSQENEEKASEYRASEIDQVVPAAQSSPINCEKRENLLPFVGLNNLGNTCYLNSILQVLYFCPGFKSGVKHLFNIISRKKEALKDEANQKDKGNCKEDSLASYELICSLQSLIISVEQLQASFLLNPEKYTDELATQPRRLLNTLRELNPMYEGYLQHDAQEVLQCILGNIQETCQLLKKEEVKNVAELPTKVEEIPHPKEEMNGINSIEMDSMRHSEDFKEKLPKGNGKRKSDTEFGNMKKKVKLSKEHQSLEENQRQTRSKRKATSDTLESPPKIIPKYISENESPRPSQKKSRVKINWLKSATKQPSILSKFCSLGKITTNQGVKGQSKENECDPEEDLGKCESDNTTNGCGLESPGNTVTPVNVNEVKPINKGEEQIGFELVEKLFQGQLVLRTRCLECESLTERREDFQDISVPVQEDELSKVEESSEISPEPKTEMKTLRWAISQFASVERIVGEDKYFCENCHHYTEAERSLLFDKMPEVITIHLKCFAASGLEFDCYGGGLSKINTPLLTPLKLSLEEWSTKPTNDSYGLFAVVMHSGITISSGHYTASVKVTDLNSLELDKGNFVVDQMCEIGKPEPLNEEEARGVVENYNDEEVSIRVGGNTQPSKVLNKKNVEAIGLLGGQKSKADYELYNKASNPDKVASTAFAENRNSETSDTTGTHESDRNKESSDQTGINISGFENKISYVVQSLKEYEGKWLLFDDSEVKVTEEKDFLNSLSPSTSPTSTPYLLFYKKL
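Step one: compound is pinned into 1nM USP1/UAF1 in HEPES pH 7.8 buffer with TCEP. Step two: 15 min room-temperature incubation. Step three: Ub-Rho (150nM final) starts cleavage, tracked by fluorescence over six one-minute reads.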
Glioma ERSR ind = induces the endoplasmic reticulum stress response in human glioma cells | actives 0.02% (n = 420,000) | Potency, µM, inactives show top-dose activation, actives largely listed as activators | U87-MG GRP78 promoter luciferase reporter, 16 h | AID 602332; also: potency is read from the fitted curve at half-maximal effect; series mostly up to about 76 µM; % of control where 0% means no effect; nearly all actives have a fitted effect of over 35% in size
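Stably transfected U87-MG glioma cells carrying a GRP78-based luciferase sensor; 16 h compound incubation. Luminescence end-point read 10 min after Bright-Glo addition at room temperature.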
RGS4 inh = inhibitors of human regulator of G protein signaling 4. Potency, µM (top dose mostly 114 µM), for inactives: at the highest dose activity change, negative = inhibition, most hits filed as inhibitors. Transcreener GDP fluorescence polarization, RGS4-accelerated GTP hydrolysis. AID 504845. actives 0.039% (n = 390,000). P49798; also: potency is read from the fitted curve at half-maximal effect; % is scaled to controls: 0 for no effect and ±100 for the full control effect; nearly all actives have a fitted effect of over 75% in size; some results filed as inactive show a strong effect at the top dose
Target sequence (P49798 whole entry, looked up): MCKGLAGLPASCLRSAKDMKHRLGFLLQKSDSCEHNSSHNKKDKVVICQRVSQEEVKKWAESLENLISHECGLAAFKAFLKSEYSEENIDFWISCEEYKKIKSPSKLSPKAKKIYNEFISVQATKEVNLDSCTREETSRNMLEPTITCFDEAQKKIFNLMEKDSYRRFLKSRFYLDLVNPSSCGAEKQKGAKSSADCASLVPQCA
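MLSMR compounds (23 nl, pin-transferred) preincubated 10 min at room temperature with a 500nM (2x) first reagent, then RGS4 at 900nM (2x) plus Transcreener GDP mix added; fluorescence polarization (620/688 nm) read before and after 90 min at 30 °C.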
TrxR1 substrate = substrates of rat thioredoxin reductase 1. O89049. purified TrxR1 substrate turnover, NADPH consumption readout. Potency, µM (titrated, usually from 114 µM), without a hit: at the top dose activity change, negative = substrate turnover. actives 0.01% (n = 390,000); also: potency is read from the fitted curve at half-maximal effect; % is scaled to controls: 0 for no effect and ±100 for the full control effect; nearly all actives have a fitted effect of over 50% in size
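Rat TrxR1, dispensed at 90 nM, was prereduced with 400 uM NADPH (final) for 5 min at ~22 deg C, then incubated with compound 15 min before 400 uM selenite. A first-read NADPH fluorescence drop versus no-compound background flagged substrates.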
Vif-A3F inh = inhibitors of Vif-A3F interaction; HeLa A3F-eYFP + Vif (tagged APOBEC3F with the HIV-1 protein that degrades it), YFP fluorescence increase; Potency, µM (series often up to 46.1 µM), inactives show top-dose activity, negative = active; actives 0.2% (n = 390,000); also: potency is read from the fitted curve at half-maximal effect; % of control where 0% means no effect; nearly all actives have a fitted effect of over 65% in size
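HeLa cells stably expressing A3F-eYFP plus Vif, plated and incubated overnight at 37 deg C, then exposed to compounds overnight at 37 deg C. Blocked degradation read as raised yellow fluorescence (Ex 488/Em 500-530).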
* hit, by the source's call; ? = inconclusive; . = no result given; & = joins results of further samples; [ ] = another dose, or the depositor's remark. Unless noted, calls follow the shape of the dose curve; as a rule, active = well fitted curve in the direction sought with a large enough effect; inconclusive = small, poorly fitted or top-dose-only effect, or another doubt; inactive = no such curve, though single readings can be large; an effect the other way counts as inactive or inconclusive. Only part of the results is shown (hit frequency here may not be typical).

1. CCOc1ccccc1NC(=O)C1=C(C)Nc2ncnn2C1c1ccc(NC(C)=O)cc1 (stereo unspecified)
2. Cc1ccc(C(=O)N2CCCC2)cc1S(=O)(=O)Nc1ccccc1
3. O=C(Nc1cccnc1)c1ccc2c(c1)OCO2
4. O=C(CNC(=O)c1ccco1)OCC(=O)c1ccccc1Cl
5. Cc1ccc([N+](=O)[O-])cc1NC(=S)NC(=O)C(C)(C)C
6. CCc1cccc(CC)c1NC1=NS(=O)(=O)c2ccccc21
7. Cc1ccc2c(Cl)c(C(=O)Nc3cccnc3)sc2c1
8. O=C(COC(=O)c1ccc(S(=O)(=O)NCc2ccco2)cc1)Nc1ccc(Cl)cn1
compound no.,1,2,3,4,5,6,7,8
IDH1 R132H inh,-5%,7%,2%,6%,4%,-3%,0%,0%
Vif-A3G inh,1%,-5%,1%,-2%,-26%,-3%,-13%,4%
TrxR1 inh,0%[57.1 µM],21%[57.1 µM],-12%,16%,?,26%,-8%,1%[57.1 µM]
LDHA inh,-3,-4,-4,-4,-13,-3,-15,-4
USP1 inh,?,-5%,-18%,-21%,?,-14%,-18%,5%
Glioma ERSR ind,-3%,0%,4%,0%,-2%,-2%,-1%,-4%
RGS4 inh,12%,1%,-12%,-20%,-23%,17%,9%,-11%
TrxR1 substrate,-6%[57.1 µM],12%[57.1 µM],-2%,5%,5%,-1%,-3%,3%[57.1 µM]
Vif-A3F inh,0%,0%,4%,0%,-1%,-4%,17%,4%

Profiles from above. Order of values: IDH1 R132H inh, Vif-A3G inh, TrxR1 inh, LDHA inh, USP1 inh, Glioma ERSR ind, RGS4 inh, TrxR1 substrate, Vif-A3F inh
`Cc1ccc([N+](=O)[O-])cc1NC(=S)NC(=O)C(C)(C)C` as listed: 4%, -26%, ?, -13, ?, -2%, -23%, 5%, -1%
`O=C(COC(=O)c1ccc(S(=O)(=O)NCc2ccco2)cc1)Nc1ccc(Cl)cn1` as listed: 0%, 4%, 1%[57.1 µM], -4, 5%, -4%, -11%, 3%[57.1 µM], 4%

The listing continues.
9. Cc1nc(Nc2nc3ccccc3o2)nc2c1CCC2
10. Cc1cc(C)c2oc(C(=O)Nc3c(C(=O)c4ccc(F)cc4)oc4ccccc34)cc(=O)c2c1
11. CC(=O)OC1COC(N2CCc3cc([N+](=O)[O-])ccc32)C(OC(C)=O)C1OC(C)=O (stereo unspecified)
12. Cc1cc(C)nc(SC(C)C(=O)N/N=C/c2cccs2)n1 (stereo unspecified)
13. Cc1nn2c(=O)cc(COC(=O)c3ccccc3NC(=O)C3CCCCC3)nc2s1
14. CCN(CC)c1ccc(NC(=O)CC2Oc3ccccc3NC2=O)c(C)c1 (stereo unspecified)
15. C/C(=N\NC(=O)c1c(C)nc2ccccn12)c1cccc([N+](=O)[O-])c1
16. CC1CCCCC1NCC(=O)NCc1ccc(F)cc1 (stereo unspecified)
compound no.,9,10,11,12,13,14,15,16
IDH1 R132H inh,-3%,9%,2%,0%,11%,-2%,5%,15%
Vif-A3G inh,1%,2%,-8%,-1%,1%,?,0%,0%
TrxR1 inh,3%,22%,-17%,-3%,7%[57.1 µM],6%,17%[57.1 µM],-10%
LDHA inh,-1,2,-5,6,7,5,-5,-24
USP1 inh,-4%,-8%,-9%,-12%,-9%,?,-12%,?
Glioma ERSR ind,-4%,-3%,-5%,-3%,-1%,0%,3%,-4%
RGS4 inh,-10%,-24%,7%,4%,-7%,-35%,-20%,15%
TrxR1 substrate,-4%,3%,-17%,0%,0%[57.1 µM],5%,-15%[57.1 µM],-9%
Vif-A3F inh,-3%,2%,0%,-20%,1%,-18%,2%,-2%

17. CC(=O)N1CCN(CC(=O)Nc2cc(S(=O)(=O)N3CCOCC3)ccc2C)CC1
18. COc1ccc(OC)c(NC(=O)CN(C)CC(=O)Nc2ccccc2Cl)c1
19. CCn1c(CC(=O)Nc2ccccc2C)nnc1SCC(=O)NC1CCCC1
20. COc1ccc(OC)c(CNC(=O)C2CCCN(C(=O)N(C)C)C2)c1 (stereo unspecified)
21. CNC(=O)C[C@H]1C(=O)N(C2CCCCC2)C[C@@H]1CSC
22. COc1ccc(C2(NC(C)=O)CCN(Cc3cccnc3)CC2)cc1
23. Nc1cccc(-c2nc3ccc(C(=O)c4ccccc4)cc3[nH]2)c1
24. CC1=CCC2(CO)COC(c3ccccc3O)C1C2 (stereo unspecified)
compound no.,17,18,19,20,21,22,23,24
IDH1 R132H inh,5%,7%,-9%,2%,-1%,2%,11%,1%
Vif-A3G inh,0%,-2%,4%,1%,2%,0%,?,2%
TrxR1 inh,27%[57.1 µM],10%,-5%,21%,.,9%[57.1 µM],11%,-11%
LDHA inh,-10,1,-3,2,-7,-4,-11,-3
USP1 inh,-16%,-8%,-23%,-8%,-22%,-12%,-25%,0%
Glioma ERSR ind,-4%,-9%,-3%,0%,-3%,-5%,-3%,-5%
RGS4 inh,15%,9%,6%,6%,.,1%,21%,-3%[11.4 µM]
TrxR1 substrate,7%[57.1 µM],2%,-2%,11%,.,-6%,-7%,-4%
Vif-A3F inh,0%,-2%,-3%,1%,-1%,-17%,-3%,-6%

25. O=C(CCNS(=O)(=O)c1ccc(Br)cc1)NCCc1ccc(Cl)cc1
26. Fc1ccc(-c2nnc(Cc3ccc(Cl)cc3)o2)cc1
27. O=C(COC(=O)c1ccc2c(=O)n3c(nc2c1)CCC3)Nc1ccccc1F
28. COc1ccc(CNC(=O)Cn2c(=O)cc(C)c3c(C)nn(-c4cccc(Cl)c4C)c32)cc1
29. O=C(CSc1nccn1-c1ccccc1)Nc1ccc2c(c1)OCO2
30. CC(C)c1ccc(NC(=O)C2CCN(S(=O)(=O)c3cccc4nsnc34)CC2)cc1
31. COc1ccc(Cl)cc1NC(=O)Cn1c(=O)n(Cc2cccs2)c(=O)c2cccnc21
32. CSc1nc(-c2ccccc2)nn1C(=O)c1ccc(C)cc1
compound no.,25,26,27,28,29,30,31,32
IDH1 R132H inh,-1%,-2%,11%,-7%,-2%,11%,-9%,2%
Vif-A3G inh,1%,-5%,1%,1%,-1%,1%,1%,2%
TrxR1 inh,9%,-15%,35%,18%[57.1 µM],-11%[57.1 µM],19%,24%,-29%
LDHA inh,-6,-3,0,-5,-5&14,2,-12,1
USP1 inh,-16%,-11%,-21%,-15%,0%,-22%,-9%,-12%
Glioma ERSR ind,-1%,?,-3%,1%,3%,-2%,-1%,-2%
RGS4 inh,-23%,-18%,-18%[11.4 µM],-19%,8%,1%,-3%,7%
TrxR1 substrate,-2%,-9%,17%,1%[57.1 µM],-3%[57.1 µM],-2%,10%,-12%
Vif-A3F inh,10%,-2%,1%,-12%,-1%,6%,0%,8%

Some of the entries so far, field by field:
#4 O=C(CNC(=O)c1ccco1)OCC(=O)c1ccccc1Cl
  IDH1 R132H inh: 6%; Vif-A3G inh: -2%; TrxR1 inh: 16%; LDHA inh: -4; USP1 inh: -21%; Glioma ERSR ind: 0%; RGS4 inh: -20%; TrxR1 substrate: 5%; Vif-A3F inh: 0%
#5 Cc1ccc([N+](=O)[O-])cc1NC(=S)NC(=O)C(C)(C)C
  IDH1 R132H inh: 4%; Vif-A3G inh: -26%; TrxR1 inh: ?; LDHA inh: -13; USP1 inh: ?; Glioma ERSR ind: -2%; RGS4 inh: -23%; TrxR1 substrate: 5%; Vif-A3F inh: -1%

The list goes on.
33. CCCC(C)NC(C)C(=O)NC1CCCC1 (stereo unspecified)
34. COc1ccccc1Oc1c(C)oc2c(CN(C)C)c(O)ccc2c1=O
35. N#CC1=C(N)Oc2c(ccc3cccnc23)C1c1cccnc1 (stereo unspecified)
36. Oc1ccc2ccccc2c1C=NNc1ccccn1
37. CCc1ccc(OCCn2c(CCNC(=O)C3CCCCC3)nc3ccccc32)cc1
38. CCS(=O)(=O)N1Cc2ccccc2CC1C(=O)NC(C)C12CC3CC(CC(C3)C1)C2 (stereo unspecified)
39. Cc1cc(OC(C)C(=O)NCCN2CCOCC2)c2c(C)cc(=O)oc2c1 (stereo unspecified)
40. COc1ccccc1C(=O)NNC(=O)c1ccc(Cl)cc1
41. N#CC1=C(N)Oc2cc(N)ccc2C1C1CC=CCC1 (stereo unspecified)
42. O=C(CSc1nc2nn(-c3ccccc3)c(=O)c-2c2n1CCCCC2)NCCc1ccccc1
compound no.,33,34,35,36,37,38,39,40,41,42
IDH1 R132H inh,5%,2%,2%,8%,.,-4%,3%,11%,0%,-4%
Vif-A3G inh,1%,0%,?,-12%,1%,-14%,-2%,0%,?,0%
TrxR1 inh,-13%,-55%,50µM*,-13%[11.4 µM],10%,2%,32%,11%,-6%,20%[57.1 µM]
LDHA inh,-2,-6,3,34,-6,-3,-3,-8,6,-8
USP1 inh,-3%,4%,-1%,-4%,.,-15%,-20%,-14%,-19%,-17%
Glioma ERSR ind,-2%,-2%,-4%,-4%,-1%,-3%,0%,1%,-4%,-6%
RGS4 inh,-10%,34%,-8%,?,-15%,-26%,5%,-16%,-4%,13%
TrxR1 substrate,-7%,662%[activator],21%,15%[57.1 µM],-2%,-6%,75%[activator],2%,1%,5%[57.1 µM]
Vif-A3F inh,0%,3%,0%,-14%,.,5%,1%,4%,-1%,3%

Screens as filed in PubChem.
